GSIS activator: GLuc luminescence reporter in INS-1E cells, primary screen for activators of glucose-dependent secretion of insulin; INS-1E GLuc reporter insulin secretion, 2-3 h; activation, % at 16.6 µM; 0.61% of 370,000 active; AID 743287;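 active = lowest replicate activation of at least 40%, so every replicate reaches that level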;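 note: 0% = median of neutral control wells and 100% = median of IBMX positive control wells; some compounds called inactive have numbers as strong as hits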
* = called active by the depositor; & = joins results of further samples. These rows are one share of the data. The share of hits here may be higher or lower than overall.

The opening 6 compounds, to show the layout:
no.	Structure	GSIS activator
1	COc1cccc(CN2CCCCN3[C@@H](CO)[C@@H](c4ccc(-c5ccccc5OC)cc4)[C@@H]3C2)c1	-9
2	O=C1[C@H](Cc2ccc(C(F)(F)F)cc2)CCn2nncc2COC[C@@H]2CCCCN12	1
3	O=C(c1ccccc1)N1CC(=O)N2[C@H](C1)[C@H](c1ccc(/C=C/c3ccccc3)cc1)[C@@H]2CO	-36
4	CC(C)(C)[S@](=O)N1Cc2cc(C(=O)N[C@@H]3CCN(Cc4ccccc4)C3)nc(-c3cccc(-c4cncnc4)c3)c2[C@@H]1CCO	-4
5	CC(C)(C)S(=O)N1Cc2cc(C(=O)N3CCN(Cc4ccccc4)CC3)nc(-c3cccc(-c4cc5ccccc5o4)c3)c2[C@H]1CCO (some centres not stated)	8
6	CC(C)NC(=O)N(C)C[C@H]1OCc2ccccc2-c2ccccc2C(=O)N([C@H](C)CO)C[C@@H]1C	14

This part in full, from the start:
no.	Structure	GSIS activator
1	COc1cccc(CN2CCCCN3[C@@H](CO)[C@@H](c4ccc(-c5ccccc5OC)cc4)[C@@H]3C2)c1	-9
2	O=C1[C@H](Cc2ccc(C(F)(F)F)cc2)CCn2nncc2COC[C@@H]2CCCCN12	1
3	O=C(c1ccccc1)N1CC(=O)N2[C@H](C1)[C@H](c1ccc(/C=C/c3ccccc3)cc1)[C@@H]2CO	-36
4	CC(C)(C)[S@](=O)N1Cc2cc(C(=O)N[C@@H]3CCN(Cc4ccccc4)C3)nc(-c3cccc(-c4cncnc4)c3)c2[C@@H]1CCO	-4
5	CC(C)(C)S(=O)N1Cc2cc(C(=O)N3CCN(Cc4ccccc4)CC3)nc(-c3cccc(-c4cc5ccccc5o4)c3)c2[C@H]1CCO (some centres not stated)	8
6	CC(C)NC(=O)N(C)C[C@H]1OCc2ccccc2-c2ccccc2C(=O)N([C@H](C)CO)C[C@@H]1C	14
7	CCOC(=O)CCCCCC(=O)Nc1ccc2c(c1)C(=O)N([C@@H](C)CO)C[C@H](C)[C@H](CN(C)S(=O)(=O)c1ccc(F)cc1)O2	-13
8	CC(C)C#Cc1ccc([C@@H]2[C@H](CO)N3C(=O)CN(C(=O)Cc4cccnc4)C[C@@H]23)cc1	1
9	CNC[C@H]1Oc2c(NS(C)(=O)=O)cccc2C(=O)N(C)C[C@H]1C	-11
10	CC(=O)Nc1cccc2c1O[C@@H](CN(C)C(=O)NC(C)C)[C@@H](C)CN(C)C2=O	-2
11	CC(C)NC(=O)Nc1ccc2c(c1)CC(=O)N(C)C[C@@H](C)[C@@H](CN(C)S(C)(=O)=O)O2	9
12	COc1ccc2c3c(n(C)c2c1)[C@@H](CO)N(C(=O)CN(C)C)CC31CN(Cc2cccnc2)C1	5
13	C[C@@H]1CN([C@H](C)CO)C(=O)c2ccccc2-c2ccccc2CO[C@@H]1CN(C)C(=O)Oc1ccccc1	9
14	COCC(=O)N1[C@@H](CO)[C@@H](c2ccccc2)C12CN(Cc1cccc(OC)c1)C2	3
15	COc1cccc(NC(=O)N(C)C[C@H]2OCc3ccccc3-c3ccccc3C(=O)N([C@@H](C)CO)C[C@@H]2C)c1	-5
16	COc1ccccc1NC(=O)N1CC(=O)N2[C@H](CO)[C@H](c3ccc(C#CCC(C)C)cc3)[C@@H]2C1	5
17	CC(=O)Nc1cccc2c1O[C@H](CN(C)C(=O)OC(C)(C)C)[C@H](C)CN(C)C2=O	0
18	CC[C@H]1C/C=C\C[C@@H](C(C)C)NC(=O)CCC(=O)N1	-3
19	CC(=O)N(C)C[C@H]1Oc2ccc(N)cc2C(=O)N(C)C[C@H]1C	-1
20	CCS(=O)(=O)N1CCC2(CC1)CN(C(=O)CN1CCOCC1)[C@H](CO)c1c2c2ccc(OC)cc2n1C	16
21	C[C@@H]1CC(=O)N[C@@H](c2ccccc2)C/C=C\C[C@H](c2ccccc2)NC1=O	-2
22	CC(=O)N(C)C[C@H]1Oc2ccc(N)cc2CC(=O)N(C)C[C@H]1C	10
23	CC(C)NC(=O)N1C2CN(Cc3ccc(F)cc3)CC1C2c1ccc(Br)cc1 (configuration not stated)	-10
24	CC(=O)N(C)C[C@@H]1Oc2ccccc2CC(=O)N(C)C[C@@H]1C	3
25	C[C@@H]1CN([C@@H](C)CO)C(=O)c2ccccc2-c2ccccc2CO[C@@H]1CN(C)S(=O)(=O)c1ccc(C#N)cc1	-2
26	O=C(Nc1ccccc1)N1CC(=O)N2[C@H](CO)[C@H](c3ccc(-c4ccc(F)cc4)cc3)[C@@H]2C1	-27
27	CC(=O)N1[C@@H]2CN(C(=O)NC(C)C)C[C@H]1C2c1ccc(Br)cc1 (some centres not stated)	2&-2
28	C/C=C/c1cccc(-c2nc(C(=O)NC3CCC3)cc3c2[C@@H](CCO)N([S@](=O)C(C)(C)C)C3)c1	-27
29	C[C@@H]1CN(C)C(=O)Cc2ccccc2O[C@H]1CN(C)C(=O)OC(C)(C)C	21
30	CNC[C@@H]1Oc2ccc(N(C)C)cc2CC(=O)N(C)C[C@H]1C	5

Three of the entries above in order of their number in GSIS activator, ascending.
no.	Structure	GSIS activator
2	O=C1[C@H](Cc2ccc(C(F)(F)F)cc2)CCn2nncc2COC[C@@H]2CCCCN12	1
5	CC(C)(C)S(=O)N1Cc2cc(C(=O)N3CCN(Cc4ccccc4)CC3)nc(-c3cccc(-c4cc5ccccc5o4)c3)c2[C@H]1CCO (some centres not stated)	8
29	C[C@@H]1CN(C)C(=O)Cc2ccccc2O[C@H]1CN(C)C(=O)OC(C)(C)C	21

Further entries follow.
no.	Structure	GSIS activator
31	COc1ccc2c3c([nH]c2c1)[C@@H](CO)N(Cc1ccncc1)CC31CN(C(=O)c2cccnc2)C1	-10
32	CC(=O)N(C)C[C@@H]1Oc2ccc(NS(C)(=O)=O)cc2CC(=O)N(C)C[C@H]1C	-17
33	O=C1CCCCn2nncc2COC[C@H](Cc2ccccc2)N1	7
34	C[C@H]1CNC(=O)[C@@H](Cc2ccc(C(F)(F)F)cc2)CCn2nncc2COC1	-17
35	CC(C)[C@@H]1CC=CC[C@@H](C)Oc2ccccc2C(=O)N(C)[C@H](C)C(=O)N1 (mixture of isomers)	-36
36	CC(=O)Nc1ccc2c(c1)CC(=O)N(C)C[C@@H](C)[C@@H](CN(C)C(=O)NC(C)C)O2	2
37	C[C@@H]1CC=CC[C@@H](c2ccc3c(c2)OCO3)NC(=O)[C@@H](C)N(C)C(=O)c2ccccc2O1 (mixture of isomers)	-16
38	C[C@H]1CN([C@@H](C)CO)C(=O)c2ccccc2-c2ccccc2CO[C@@H]1CN(C)C(=O)Nc1ccc2c(c1)OCO2	-7
39	C[C@@H]1COCn2nncc2CC[C@H](Cc2ccc(-c3ccccc3)cc2)C(=O)N1	3
40	COc1ccc2c3c(n(C)c2c1)[C@@H](CO)N(C(=O)c1cccc(F)c1)CC31CCN(CC2CC2)CC1	6
41	O=C1[C@H](Cc2ccc(C(F)(F)F)cc2)CCn2nncc2COC[C@H]2CCCCN12	2
42	Cc1ccccc1-c1ccc([C@H]2[C@H]3CN(C(=O)c4cccnc4)CC(=O)N3[C@H]2CO)cc1	19
43	CO[C@@H]1CN(C)C(=O)c2cc(NC(=O)CC(F)(F)F)ccc2OC[C@H](C)N(C(=O)C2CC2)C[C@@H]1C	6
44	O=C(c1ccccc1)N1CC(=O)N2[C@H](CO)[C@H](c3ccc(/C=C/c4ccccc4)cc3)[C@H]2C1	-22
45	CC(C)[C@@H]1C/C=C\C[C@@H](c2ccc(F)cc2)NC(=O)[C@H](C)CC(=O)N1	-9
46	COc1ccc(C[C@H]2CCc3cnnn3COC[C@@H](C)NC2=O)cc1	30
47	CC(C)NC(=O)N(C)C[C@@H]1Oc2ccccc2CC(=O)N(C)C[C@@H]1C	8
48	C[C@H](CO)N1C[C@H](C)[C@@H](CN(C)Cc2ccncc2)Oc2c(NC(=O)NC3CCCCC3)cccc2C1=O	10
49	CCCNC(=O)N1CC(=O)N2[C@H](CO)[C@@H](c3ccc(C#Cc4ccccc4)cc3)[C@@H]2C1	-8
50	C[C@@H]1COCc2cnnn2CC[C@H](Cc2ccccc2)C(=O)N1	14
51	CCc1cnc(N2[C@H](CO)[C@H](c3ccccc3-c3ccccc3C)[C@@H]2C#N)s1	-13
52	COc1ccc2c3c(n(C)c2c1)[C@@H](CO)N(Cc1ccccc1OC)CC31CCN(CC2CC2)CC1	-7
53	COc1ccc([C@H]2C/C=C\C[C@H](c3ccccc3)NC(=O)CCC(=O)N2)c(OC)c1	-2
54	CC(=O)N1[C@@H]2CN(CC(F)(F)F)C[C@H]1C2c1ccc(Br)cc1 (some centres not stated)	-2
55	CCCC(=O)N1CC2(C1)CN(Cc1ccncc1)[C@@H](CO)c1[nH]c3cc(OC)ccc3c12	14
56	C[C@H](CO)N1C[C@H](C)[C@@H](CN(C)Cc2ccccc2)Oc2c(NC(=O)Cc3cn(C)c4ccccc34)cccc2C1=O	-7
57	Cc1noc(C)c1NC(=O)N1C[C@H](O)COC[C@@H]2O[C@H](CC(=O)N[C@@H]3CCN(Cc4ccccc4)C3)CC[C@H]21	4
58	CNC[C@H]1Oc2ccccc2CC(=O)N(C)C[C@@H]1C	9
59	COc1ccc2c3c([nH]c2c1)[C@@H](CO)N(C(C)=O)CC31CN(C(=O)Nc2c(C)noc2C)C1	16
60	O=C1N[C@H](c2ccccc2)COCc2cn(nn2)CC[C@@H]1Cc1ccc(Cl)cc1	6

no.	Structure	GSIS activator
61	CC[C@H]1C/C=C\C[C@@H](c2ccccc2)NC(=O)CCC(=O)N1	10
62	C[C@H]1CN(C)C(=O)c2cccc(NS(C)(=O)=O)c2O[C@H]1CN(C)C	18
63	CC(C)NC(=O)Nc1cccc2c1O[C@H](CN(C)C)[C@H](C)CN(C)C2=O	-8
64	CCC(=O)N(C[C@H]1[C@H](c2ccccc2)[C@@H](CO)N1S(C)(=O)=O)C(C)C	-5
65	O=C1N[C@@H](c2ccccc2)COCc2cnnn2CC[C@H]1Cc1ccc(C(F)(F)F)cc1	-5
66	CC(C)[C@@H]1COCc2cn(nn2)CC[C@@H](C)C(=O)N1	3
67	Cc1cccc(-c2ccc([C@@H]3[C@@H](CO)N4C(=O)CN(C(=O)c5cnccn5)C[C@@H]34)cc2)c1	-11
68	Cc1ccccc1-c1ccc(C2[C@@H]3CN(C(=O)C4CCC4)C[C@H]2N3)cc1 (some centres not stated)	8&-25
69	CC(C)NC(=O)N(C)C[C@H]1Oc2ccc(N)cc2C(=O)N(C)C[C@@H]1C	9
70	N#C[C@@H]1[C@H](c2ccc(C#Cc3cccc(F)c3)cc2)[C@H](CO)N1C(=O)C1CCOCC1	-11
71	C/C=C/c1cccc(-c2nc(C(=O)NCCN3CCCCC3)cc3c2[C@H](CCO)N([S@@](=O)C(C)(C)C)C3)c1	8
72	Cc1noc(C)c1NC(=O)N1C[C@H](O)COC[C@H]2O[C@@H](CC(=O)N[C@H]3CCN(Cc4ccccc4)C3)CC[C@@H]21	10
73	CC(=O)Nc1ccc2c(c1)C(=O)N(C)C[C@H](C)[C@H](CN(C)C(=O)OC(C)(C)C)O2	-5
74	O=C1NCCOCn2nncc2CC[C@@H]1Cc1ccccc1	17
75	COc1ccc2c3c(n(C)c2c1)[C@@H](CO)NCC31CCN(C(=O)CC2CC2)CC1	-7
76	O=C1N[C@@H](Cc2ccccc2)COCc2cn(nn2)CC[C@H]1Cc1ccc(Cl)cc1	-13
77	O=C(c1ccc2c(c1)OCO2)N1CC(=O)N2[C@@H](CO)[C@H](c3ccc(C#CC4CCCC4)cc3)[C@@H]2C1	1
78	CC(=O)N(C)C[C@@H]1Oc2c(NS(C)(=O)=O)cccc2C(=O)N(C)C[C@@H]1C	-1
79	CCC(=O)N1CC2(C1)CN(C(=O)NC1CCCC1)[C@@H](CO)c1c2c2ccc(OC)cc2n1C	3
80	CC(C)[C@H]1COCn2nncc2CC[C@H](Cc2ccc(Cl)cc2)C(=O)N1	-11
81	O=C(c1cc2c(c(-c3cccc(Br)c3)n1)[C@@H](CCO)NC2)N1CCCCC1	-7
82	C/C=C/c1ccc2c(c1)[C@H]1[C@H](CCN1C(=O)COC)[C@@H](CO)N2	20
83	CS(=O)(=O)N1[C@@H]2CN(CC(F)(F)F)C[C@H]1C2c1ccccc1 (some centres not stated)	4&1
84	COc1ccccc1NC(=O)N1CC(=O)N2[C@H](CO)[C@@H](c3ccc(C#CCC(C)C)cc3)[C@H]2C1	1
85	COc1ccc2c3c(n(C)c2c1)[C@H](CO)N(Cc1ccc2c(c1)OCO2)CC31CCN(C(=O)C2CC2)CC1	-27
86	COc1ccc2c3c([nH]c2c1)[C@@H](CO)N(CC1CC1)CC31CN(Cc2cc(F)ccc2F)C1	-13
87	C[C@@H]1CNC(=O)[C@H](Cc2ccc(C(F)(F)F)cc2)CCn2nncc2COC1	0
88	C[C@H](CO)N1C[C@H](C)[C@@H](CN(C)C(=O)N[C@H](C)c2ccccc2)OCc2ccccc2-c2ccccc2C1=O	13
89	CC(C)NC(=O)Nc1ccc2c(c1)CC(=O)N(C)C[C@H](C)[C@@H](CN(C)S(C)(=O)=O)O2	5
90	CC(C)[C@@H](C)NC(=O)N(C)C[C@@H]1OCc2ccccc2-c2c(n(C)c3ccccc23)C(=O)N([C@H](C)CO)C[C@H]1C	-12

no.	Structure	GSIS activator
91	N#C[C@H]1[C@H](c2ccccc2-c2ccc(F)cc2)[C@H](CO)N1C(=O)Cc1ccncc1	8
92	CS(=O)(=O)N1C[C@@H]2C(c3ccccc3)[C@H](C1)N2CC(F)(F)F (some centres not stated)	3
93	CNC[C@@H]1Oc2c(NC(=O)NC(C)C)cccc2C(=O)N(C)C[C@H]1C	9
94	COc1cc(CN2CC3(CCN(C(=O)Nc4cccc(F)c4)CC3)c3c(n(C)c4cc(OC)ccc34)[C@H]2CO)cc(OC)c1	-8

Screens from PubChem.
